TRPC4 agonist: activators of mouse TRPC4 channel | HEK293 TRPC4beta/mu-opioid, Fluo4 calcium fluorescence; active compounds read high | B-score at 10 µM | hit rate 0.49% among 310,000 | AID 2237;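 active = B-score above 5 SD of library B-scores, and initial fluorescence ratio not above library mean plus 5 SD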;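 also: positive B-score marks a calcium rise read as TRPC4 activation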
Target sequence (Q9QUQ5 whole entry, looked up): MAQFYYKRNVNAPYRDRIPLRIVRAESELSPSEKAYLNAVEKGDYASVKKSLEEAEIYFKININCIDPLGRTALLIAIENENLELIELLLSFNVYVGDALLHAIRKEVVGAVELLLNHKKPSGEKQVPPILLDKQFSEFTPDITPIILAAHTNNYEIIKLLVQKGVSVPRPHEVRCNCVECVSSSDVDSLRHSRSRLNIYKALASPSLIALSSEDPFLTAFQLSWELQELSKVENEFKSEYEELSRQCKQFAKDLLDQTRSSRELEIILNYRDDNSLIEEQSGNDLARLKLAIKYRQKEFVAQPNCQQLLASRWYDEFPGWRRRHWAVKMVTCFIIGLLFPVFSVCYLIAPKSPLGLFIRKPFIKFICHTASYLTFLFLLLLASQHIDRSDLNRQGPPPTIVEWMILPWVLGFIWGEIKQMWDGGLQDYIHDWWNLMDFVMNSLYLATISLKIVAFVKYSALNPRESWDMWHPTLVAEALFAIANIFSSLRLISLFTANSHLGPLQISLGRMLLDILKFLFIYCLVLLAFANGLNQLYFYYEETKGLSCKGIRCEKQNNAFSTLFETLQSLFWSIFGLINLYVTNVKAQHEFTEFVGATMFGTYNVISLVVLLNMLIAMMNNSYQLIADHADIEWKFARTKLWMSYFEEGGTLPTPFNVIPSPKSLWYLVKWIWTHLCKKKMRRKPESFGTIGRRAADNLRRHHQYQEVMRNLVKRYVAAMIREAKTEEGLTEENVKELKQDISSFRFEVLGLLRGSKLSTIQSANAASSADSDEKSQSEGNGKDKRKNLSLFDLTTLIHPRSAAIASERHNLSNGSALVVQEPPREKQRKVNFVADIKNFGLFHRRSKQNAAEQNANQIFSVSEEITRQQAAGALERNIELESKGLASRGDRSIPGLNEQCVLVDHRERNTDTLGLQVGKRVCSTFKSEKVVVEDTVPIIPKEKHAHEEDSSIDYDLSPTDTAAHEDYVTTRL
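Incubation: 45 min room-temperature Fluo4 loading, 110 s read / System: HEK293 cells stably co-expressing mouse TRPC4beta and mu-opioid receptor / Signal: Fluo4 fluorescence, kinetic / Control set: buffer (low) and maximal DAMGO (high) / Measure: integrated baseline-normalised fluorescence ratio, converted to per-well B score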
TRPC6 activator: mouse TRPC6 channel activation; Q61143; HEK293-TRPC6 membrane potential dye fluorescence; active compounds read high; B-score at 10 µM; hit rate 0.13% among 310,000; AID 2550;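 active = B-score of the integrated fluorescence ratio above library mean plus 3 SD, and starting fluorescence ratio within library mean plus 5 SD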;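 also: higher score means more depolarization so channel activation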
SKKanGAS inh: inhibitors of SKKanGAS S. pyogenes growth in kanamycin (SK-promoter or general growth effect); inhibition, % at 7.5 µM; AID 1662; hit rate 1.3% among 300,000; BacTiter-Glo, 6 h;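 active = mean replicate score, as percent of positive control median, at least 50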;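 also: strain carries kanamycin resistance gene driven by streptokinase promoter and grows in 40 µg/ml kanamycin; loss of luminescence reflects streptokinase promoter inhibition or plain growth inhibition; 0% = median of DMSO wells and 100% = positive control at its reference dose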
ANO1 activ: activates or potentiates the mouse TMEM16A chloride channel; Q8BHY3; HEK293 TMEM16A/YFP-H148Q/I152L, iodide quench fluorescence; active compounds read low; B-score at 10 µM; hit rate 0.3% among 340,000;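 active = fluorescence-ratio B-score plate-corrected deviation score at least 3 library SD below zero, with starting fluorescence score within 5 deviations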;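 also: channel opened by trigger with iodide after compound preincubation; score built on the fluorescence ratio of max minus min over baseline; more negative score means more quench and so TMEM16A activation or potentiation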
TRPC4 potent: allosteric potentiators of mouse TRPC4 channel; hit rate 0.42% among 310,000; Q9QUQ5; AID 2227; B-score at 10 µM; HEK293 TRPC4beta/mu-opioid, DAMGO EC20, Fluo-4 Ca2+ flux; active compounds read high;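 active = B-score of calcium response area above 5 SD of library B-scores, with initial fluorescence ratio within 5 SD of library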;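 also: B-score of integrated fluorescence ratio over time as area under calcium response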
MrgX1 allo act: human MrgX1 positive allosteric modulation, primary screen; Q96LB2; MrgX1-HEK293, Fluo-4 calcium flux, FDSS; active compounds read high; B-score at 10 µM; hit rate 0.63% among 310,000;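 active = plate-corrected calcium response at least 3 library SD above typical, normal starting fluorescence, not activating the receptor alone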;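 also: compound read alongside a low EC10 to EC30 dose of BAM8-22 agonist; peak minus trough fluorescence over baseline measured at the second addition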
TRPC4 block: TRPC4 (mouse) channel inhibition | AID 2247 | B-score at 10 µM | hit rate 0.39% among 300,000 | HEK293 TRPC4beta/mu-opioid, DAMGO-evoked Fluo4 calcium flux; active compounds read low;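 active = B-score over 3 SD under the library average, no early fluorescence shift, positive overall ratio signal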
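Assay system: Stable TRPC4beta/mu-opioid receptor HEK293 cells | Reagent: DAMGO in two steps, submaximal then maximal | Compound dosing: Single concentration per test compound | Signal: Fluo4 Ca2+ flux fluorescence | Evaluation: Per-well B score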
MrgX1 agonist: human MrgX1 receptor agonism, primary screen; MrgX1-HEK293 cells, Fluo-4 calcium fluorescence, agonist mode; active compounds read high; B-score at 10 µM; hit rate 0.44% among 310,000;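 active = calcium response B-score plate-corrected fluorescence ratio at least 3 library SD, with starting fluorescence B-score inside 5 SD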
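Test system: Stable human MrgX1 HEK293 cell line | Schedule: Overnight plating before 1 h dye loading | Read-out basis: Baseline-normalised fluorescence change ratio, B-scored | Detection: Kinetic calcium dye fluorescence, Fluo-4 NW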
TMEM16A inh: mouse TMEM16A channel inhibition, primary screen; AID 588511; HEK293 TMEM16A/YFP iodide influx fluorescence, ionomycin; normalized B-score (activity score, 25-100; higher = stronger inhibition) at 10 µM; hit rate 1.2% among 310,000; Q8BHY3;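 active = ratio plate-corrected score three or more library SD toward inhibition, starting fluorescence score within five deviations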;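 also: score derived from kinetic fluorescence span divided by baseline fluorescence per well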
TRPC6 inhibitor: inhibitors of mouse TRPC6 channel | HEK293-TRPC6, membrane potential dye, ACh-evoked depolarization; active compounds read low | Q61143 | B-score at 10 µM | hit rate 1.1% among 310,000 | AID 2553;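 active = B-score under library mean minus 3 SD, initial fluorescence not abnormally high, positive integrated signal ratio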;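 also: B-score derived from integrated fluorescence ratio over the kinetic read; more negative B-score means stronger inhibition of depolarization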
MrgX1 antag: human MrgX1 receptor antagonism, primary screen. MRGX1-HEK293 calcium flux, Fluo-4, BAM8-22 antagonism; active compounds read low. Q96LB2. B-score at 10 µM. AID 588676. hit rate 1.3% among 310,000;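 active = calcium-response B-score plate-corrected more than 3 library SD below zero, starting fluorescence within 5 deviations, no agonist response on first addition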;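 also: peak minus trough fluorescence over baseline after final BAM8-22 challenge near maximal dose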
Starred values were filed as active, the others as inactive; i = inactive; x = no result given. This is a subset; rates above refer to the full screens.

The opening 2 records (preview)
SMILES	TRPC4 agonist	TRPC6 activator	SKKanGAS inh	ANO1 activ	TRPC4 potent	MrgX1 allo act	TRPC4 block	MrgX1 agonist	TMEM16A inh	TRPC6 inhibitor	MrgX1 antag
Cn1c(CN2CCN(C(=O)COc3ccccc3)CC2)nc2cc([N+](=O)[O-])ccc21	i	i	-1.8	i	i	i	i	i	i	i	i
O=C1NC(=O)N(Cc2ccccc2)C(=O)/C1=C\N1CCCc2ccccc21	i	i	-1.8	i	i	i	i	i	i	i	i

All compounds of this part, from the start:
SMILES	TRPC4 agonist	TRPC6 activator	SKKanGAS inh	ANO1 activ	TRPC4 potent	MrgX1 allo act	TRPC4 block	MrgX1 agonist	TMEM16A inh	TRPC6 inhibitor	MrgX1 antag
Cn1c(CN2CCN(C(=O)COc3ccccc3)CC2)nc2cc([N+](=O)[O-])ccc21	i	i	-1.8	i	i	i	i	i	i	i	i
O=C1NC(=O)N(Cc2ccccc2)C(=O)/C1=C\N1CCCc2ccccc21	i	i	-1.8	i	i	i	i	i	i	i	i
Cc1c(C)c2cc(Cl)c(OCC(=O)N3C[C@H]4C[C@@H](C3)c3cccc(=O)n3C4)cc2oc1=O	i	i	-1.4	i	i	i	i	i	i	i	i
COCCNC(=O)Cn1cc(/C=C2\C(=O)NC(=O)N(c3ccccc3F)C2=O)c2ccccc21	i	i	-9.3	i	i	i	i	i	i	i	i
O=C1CC(N2CCC(n3c(=O)[nH]c4ccccc43)CC2)C(=O)N1c1ccc(F)cc1 (stereo not drawn)	i	i	-8.9	i	i	i	i	i	i	i	i
C[N+]1(C)[C@@H]2CC[C@H]1CC(OC(=O)[C@@H](CO)c1ccccc1)C2 (stereo partly drawn)	i	i	0.4	i	i	i	i	i	i	-7.65*	i
CSc1ccc(CNC(C)C(O)c2ccccc2)cc1 (stereo not drawn)	i	i	-2.7	i	i	i	i	i	i	i	i
CCn1c(O)c(C=Nc2cc(Cl)ccc2Cl)c(=O)n(CC)c1=O	i	i	1.3	i	i	i	i	i	i	i	i
c1ccc2cc(C3N4CCCN34)ccc2c1 (stereo not drawn)	i	i	4.4	i	i	i	i	i	i	i	i
Cn1cc(C(=O)Cc2ccccc2)c2ccccc21	i	i	-10.2	i	i	i	i	i	i	i	i
O=C1CNC(c2ccccc2Cl)c2cc(Br)ccc2N1 (stereo not drawn)	i	i	-0.6	i	i	i	i	i	i	i	i
CCc1nc2ccc(N3CCN(C)CC3)cc2nc1CC	i	i	-2.8	i	i	i	i	i	i	i	i

Compound profiles, as listed above. Values in the order: TRPC4 agonist | TRPC6 activator | SKKanGAS inh | ANO1 activ | TRPC4 potent | MrgX1 allo act | TRPC4 block | MrgX1 agonist | TMEM16A inh | TRPC6 inhibitor | MrgX1 antag
Entry for O=C1CNC(c2ccccc2Cl)c2cc(Br)ccc2N1 (stereo not drawn) = i | i | -0.6 | i | i | i | i | i | i | i | i
Entry for Cn1cc(C(=O)Cc2ccccc2)c2ccccc21 = i | i | -10.2 | i | i | i | i | i | i | i | i

Going on with the list.
SMILES	TRPC4 agonist	TRPC6 activator	SKKanGAS inh	ANO1 activ	TRPC4 potent	MrgX1 allo act	TRPC4 block	MrgX1 agonist	TMEM16A inh	TRPC6 inhibitor	MrgX1 antag
Cc1ccccc1-c1nc(CS(=O)CC(=O)N2CCC3(CC2)OCCO3)c(C)o1 (stereo not drawn)	i	i	-2.0	i	i	i	i	i	i	i	i
COC(=O)C1=C(c2cccc(OC)c2OC)C[C@@H]2CC[C@H]1N2C(=O)N1CCCCC1	i	i	2.7	i	i	i	i	i	i	i	i
CCOC(=O)C1CCN(C(C)C(=O)c2c[nH]c3ccccc23)CC1 (stereo not drawn)	i	i	0.2	i	i	i	i	i	i	i	i
NC(=O)C1(N2CCCCC2)CCN(Cc2ccccc2)CC1	i	i	-2.2	i	i	i	i	i	i	i	i
Oc1ccc2c3c1O[C@H]1c4oc5ccccc5c4C[C@@]4(O)[C@@H](C2)N(CC2CC2)CC[C@]314	i	i	-3.1	i	i	i	-6*	i	i	i	i
O=c1[nH]c(=O)n(-c2cccc3ccccc23)c(O)c1/C=N/N1CCCCCC1	i	i	-2.4	i	i	i	i	i	i	i	i
C#C[C@@]1(O)CCC2C3CCC4=C/C(=N/OCC(=O)NC(C(=O)O)C(C)O)CC[C@]4(C)C3CC[C@@]21C (stereo partly drawn)	i	i	2.3	x	i	i	i	i	i	i	i
COc1cccc(-n2c(CN3CCOCC3)nc3ccc([N+](=O)[O-])cc3c2=O)c1	i	i	-1.1	i	i	i	i	i	i	i	i
Cc1cc([N+](=O)[O-])c(Cl)cc1NC(=O)C(C)C	i	i	0.9	i	i	i	i	i	i	i	i

Three structures already listed, ordered by SMILES length, rising.
SMILES	TRPC4 agonist	TRPC6 activator	SKKanGAS inh	ANO1 activ	TRPC4 potent	MrgX1 allo act	TRPC4 block	MrgX1 agonist	TMEM16A inh	TRPC6 inhibitor	MrgX1 antag
Cc1ccccc1-c1nc(CS(=O)CC(=O)N2CCC3(CC2)OCCO3)c(C)o1 (stereo not drawn)	i	i	-2.0	i	i	i	i	i	i	i	i
O=c1[nH]c(=O)n(-c2cccc3ccccc23)c(O)c1/C=N/N1CCCCCC1	i	i	-2.4	i	i	i	i	i	i	i	i
C#C[C@@]1(O)CCC2C3CCC4=C/C(=N/OCC(=O)NC(C(=O)O)C(C)O)CC[C@]4(C)C3CC[C@@]21C (stereo partly drawn)	i	i	2.3	x	i	i	i	i	i	i	i
